STAT1 blocker: reduces IFN-gamma driven STAT1 reporter signal; NIH 3T3 STAT1-luciferase reporter, luminescence; actives 0.35% (n = 200,000); inhibition, % at 5.5 µM; AID 920;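 active = inhibition above a set limit, the mean inhibition across all tested compounds plus 3 SD, cut at about 34% in these data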;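 note: 0% = IFN-gamma with DMSO and 100% = IFN-gamma with 300 µM nifuroxazide; values of inactives mirror those of a sister screen read the other way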
PPARg SRC2 recr: promotes SRC-2 coactivator recruitment by human PPARgamma | P37231 | PPARgamma LBD-SRC-2 recruitment, biochemical | activation, % at 8 µM | actives 0.34% (n = 200,000) | AID 1032; in the data active = activation above about 22%;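 note: 0% = vehicle and 100% = reference agonist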
Target sequence (P37231 whole entry, looked up, the tested form may be a part): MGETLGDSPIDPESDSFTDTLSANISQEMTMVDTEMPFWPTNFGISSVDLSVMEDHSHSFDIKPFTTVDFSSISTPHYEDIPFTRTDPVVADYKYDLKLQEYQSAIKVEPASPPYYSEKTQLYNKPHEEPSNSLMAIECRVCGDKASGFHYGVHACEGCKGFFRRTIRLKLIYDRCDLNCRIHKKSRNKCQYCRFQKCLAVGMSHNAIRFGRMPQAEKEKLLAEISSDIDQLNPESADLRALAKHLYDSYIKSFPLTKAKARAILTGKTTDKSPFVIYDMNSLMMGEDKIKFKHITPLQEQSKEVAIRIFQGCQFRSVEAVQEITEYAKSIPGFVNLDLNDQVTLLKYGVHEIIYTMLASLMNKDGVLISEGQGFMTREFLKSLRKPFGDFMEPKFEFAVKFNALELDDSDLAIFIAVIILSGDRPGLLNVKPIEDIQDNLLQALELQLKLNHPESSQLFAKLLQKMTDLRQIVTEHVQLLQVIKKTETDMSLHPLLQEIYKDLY
TLR4-MyD88 BLA: inhibitors of human TLR4-MyD88 binding. inhibition, % at 8.4 µM. HeLa CL3-4 TLR4/MyD88 BLA complementation, FRET ratio. actives 0.18% (n = 200,000). AID 861; in the data active = inhibition above about 25%;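 note: 0% = vehicle and 100% = reference inhibitor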
S1P3 antag: blocks the human S1P3 receptor | Q99500 | CHO S1P3 NFAT-BLA reporter, FRET fluorescence, antagonist mode | inhibition, % at 4.98 µM | actives 0.27% (n = 170,000);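 active = inhibition above the plate cutoff, the mean inhibition of test wells on that plate plus 3 SD, cut at about 28% in these data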;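 note: cells challenged with S1P at its EC80 of 0.8 µM; blue over green emission ratio from cleaved BLA substrate after 4 h stimulation; 0% = S1P-stimulated wells and 100% = unstimulated DMSO-only wells; some compounds past the cut are filed as inactive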
Target sequence (Q99500 whole entry, looked up): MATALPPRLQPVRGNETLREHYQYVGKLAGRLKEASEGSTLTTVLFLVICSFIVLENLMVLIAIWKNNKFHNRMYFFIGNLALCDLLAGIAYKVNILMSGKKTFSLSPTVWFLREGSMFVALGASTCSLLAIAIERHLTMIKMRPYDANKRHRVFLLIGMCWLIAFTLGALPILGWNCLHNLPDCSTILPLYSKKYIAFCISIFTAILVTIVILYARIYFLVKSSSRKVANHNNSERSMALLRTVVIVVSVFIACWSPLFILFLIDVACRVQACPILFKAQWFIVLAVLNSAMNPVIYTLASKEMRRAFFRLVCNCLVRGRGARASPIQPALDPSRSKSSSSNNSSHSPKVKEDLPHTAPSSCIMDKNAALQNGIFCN
STAT3 inh: inhibitors of IL-6 induced STAT3 signaling | U3A cells, IL-6 STAT3-luciferase reporter, luminescence; host cell line lacks STAT1 | inhibition, % at 5.5 µM | actives 0.89% (n = 190,000) | AID 862;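 active = inhibition above the mean inhibition across all screened compounds plus 3 SD, cut at about 44% in these data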;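 note: 0% = DMSO only wells and 100% = 100 µM nifuroxazide control wells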
PPARg SRC-1 ag: promotes SRC-1 coactivator recruitment by human PPARgamma | actives 0.41% (n = 200,000) | PPARgamma-SRC-1 coactivator recruitment biochemical assay | P37231 | activation, % at 8 µM; in the data active = activation above about 19%;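 note: 0% = DMSO and 100% = reference agonist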
RAM network inh: yeast RAM network inhibition | actives 1.8% (n = 190,000) | S. cerevisiae dse1pr::URA3 reporter, 5-FOA growth OD615, 2 d; analog-sensitive cbk1-as2 kinase mutant strain | inhibition, % at 50 µM;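 active = inhibition above a set limit, 3 SD over mean compound inhibition, cut at about 8.4% in these data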;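 note: 0% = DMSO-only wells with no growth and 100% = 10 µM 1-NA-PP1 full growth; inhibition rescues growth on 5-FOA so higher OD means more RAM inhibition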
STAT3 activator: STAT3 signaling activation; actives 0.91% (n = 190,000); activation (% of control), % at 5.6 µM; U3A cells, IL-6 STAT3-luciferase reporter, luminescence; 100% = signal with IL-6 EC80 alone; AID 871;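 active = activation above the screen-wide mean of compound activation plus 3 SD, cut at about 130% in these data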;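 note: 0% = background luminescence of wells with medium and substrate only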
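system = STAT3-luciferase reporter U3A cells | reagent = IL-6 stimulus at 33 ng/mL final | timing = 1 h compound pre-exposure, 6 h IL-6 stimulation, 37 °C | measured by = luminescence | evaluation = % activation versus median of IL-6-stimulated wells | control set = IL-6-only wells as 100% reference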
PPARg SRC3 recr: PPARgamma-driven SRC-3 recruitment agonism; P37231; biochemical PPARgamma/SRC-3 coactivator recruitment assay; actives 0.26% (n = 200,000); activation, % at 8 µM; in the data active = activation above about 23%;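 note: 0% = DMSO and 100% = reference agonist; some compounds past the cut are filed as inactive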
ROMK mod: modulators of human ROMK potassium channel; Tet-inducible ROMK, thallium flux fluorescence; actives lie on both sides; B-score at 10 µM; actives 2% (n = 130,000); AID 1918;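 active = signal ratio slope over the read window, or its plate-corrected B-score, at least 3 SD from the plate mean, either direction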;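 note: B-score of the F/F0 ratio slope over 7 to 12 s after thallium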
TR-FRET SRC-2 ct: flags TR-FRET format artefacts in PPARgamma SRC-2 recruitment agonist screen | TR-FRET artefact counter-screen; active compounds read high | TR-FRET ratio at 8 µM | actives 0.4% (n = 200,000); in the data active = TR-FRET ratio above about 2000; note: inactives centre near 1500
* = called active by the depositor; nt = not tested or not shown.

SMILES | STAT1 blocker | PPARg SRC2 recr | TLR4-MyD88 BLA | S1P3 antag | STAT3 inh | PPARg SRC-1 ag | RAM network inh | STAT3 activator | PPARg SRC3 recr | ROMK mod | TR-FRET SRC-2 ct
CN(Cc1ccccc1)CC(O)COc1ccc(CNCCc2ccncc2)cc1 (stereo unspecified) | 10 | 3 | 12 | -4 | 2 | 6 | 1.2 | 100 | 4 | -0.12 | 1568
FC(F)(F)c1ccccc1NC(=S)NC1CCN(Cc2ccccc2)CC1 | 1 | -8 | 3 | 3 | 5 | -1 | 0.7 | 100 | -5 | -0.68 | 1600
CCc1ccc(N2CC(C(=O)N/N=C/c3cc([N+](=O)[O-])ccc3O)CC2=O)cc1 (stereo unspecified) | 0 | 1 | -4 | -4 | -3 | 1 | 4.0 | 104 | -1 | -0.36 | 1605
O=C(O)CSCC(=O)Nc1ccc(C(=O)O)cc1 | 0 | 4 | 3 | nt | 5 | 5 | 1.1 | 101 | 13 | 0.74 | 1668
Cc1ccc(-c2csc3ncnc(Oc4ccc5c(C)cc(=O)oc5c4)c23)cc1 | -5 | -4 | 2 | 6 | 2 | -4 | 7.4 | 101 | -6 | nt | 1433
O=C(Nc1ccc(Cl)cc1)N(Cc1nc2ccccc2c(=O)[nH]1)Cc1cccs1 | 2 | 5 | -11 | -11 | 6 | 2 | 0.6 | 95 | 2 | -0.22 | 1546
CC(/C=C/c1ccco1)=N\NC(=O)c1cccnc1 | 1 | 1 | -16 | nt | 6 | 4 | 1.6 | 100 | -8 | -0.044 | 1547
CCN(C(=O)Cc1nc(N)n[nH]1)C1(C(=O)Nc2ccccc2)CCCCC1 | 2 | 1 | -6 | 0 | 14 | 6 | 2.2 | 93 | 2 | 0.12 | 1582
C=CCc1ccc(OCC(O)CN2CCN(Cc3ccccc3)CC2)c(OC)c1 (stereo unspecified) | -6 | -3 | -12 | 5 | 10 | -6 | 0.5 | 100 | 4 | -1.8 | 1393
O=C(NNC(=O)c1cccc(-n2cnnn2)c1)c1ccccc1 | -11 | -3 | 5 | -6 | 5 | -4 | 2.3 | 101 | 2 | -0.93 | 1649
O=S(=O)(c1ccccc1C(F)(F)F)N1CCOCC1 | -6 | 0 | 11 | -12 | 9 | 3 | -0.7 | 96 | 8 | 0.84 | 1740
Cc1cc(C)c2c(N=NN3CCOCC3)[nH]nc2n1 | -7 | 2 | -4 | 10 | 8 | 1 | -1.1 | 93 | -2 | -0.28 | 1625
Cc1ccc(S(=O)(=O)N/N=C/c2c(F)cccc2Cl)cc1 | -7 | 3 | 5 | -8 | -4 | -6 | 0.7 | 107 | -6 | -0.67 | 1413
O=C(Cc1cc(=O)[nH][nH]1)N/N=C/c1cccc2ccccc12 | -5 | 5 | 0 | 18 | 8 | 1 | 2.3 | 96 | 5 | -0.42 | 1486
C=CCc1cccc2cc(C(=O)NC)c(=O)oc12 | -1 | -1 | 1 | 10 | 7 | 3 | 1.9 | 97 | 2 | 0.78 | 1516
CCC1CCCCN1C(=O)C1CC(c2cc(Cl)c(OC)cc2OC)=NO1 (stereo unspecified) | 4 | 4 | -1 | 7 | 18 | 6 | 1.0 | 87 | 1 | nt | 1620
C/C(=N\NC(=O)c1cccc(N/N=C(\C)c2ccco2)c1)c1ccco1 | -19 | 9 | 1 | -14 | -2 | 4 | 2.0 | 106 | 2 | 0.12 | 1650
COc1ccc(/C=C/C(=O)NCCSCc2ccco2)cc1 | -1 | -5 | -3 | 7 | 21 | 6 | 0.4 | 85 | 2 | -0.49 | 1597
CCCCN(C)CCCNC(=O)Cn1c(=O)sc2ccccc21 | 8 | -4 | 14 | nt | 11 | 6 | 1.3 | 96 | -6 | nt | 1429
O=C(c1cccn2c(=O)c3ccc(Cl)cc3nc12)N1CCN(Cc2ccc3c(c2)OCO3)CC1 | 3 | 3 | 16 | nt | 2 | 4 | 2.9 | 105 | 12 | nt | 1613
O=S(=O)(c1ccc(Cl)cc1)N1CCN=C1SCc1cccc(Cl)c1 | 9 | 16 | 2 | 9 | 1 | 3 | 7.3 | 97 | -1 | -0.81 | 1798
Cc1ccc(O)c(NC(=O)COc2cc(C)ccc2C)c1 | 8 | 3 | -7 | 29 | 32 | 2 | 2.6 | 73 | 7 | -0.16 | 1771
CCOC(=O)c1cc2sc(C)cc2n1CC(=O)N1CCOCC1 | 2 | -4 | 6 | nt | 4 | -4 | 0.0 | 99 | -9 | -0.072 | 1500
CCOC(=O)/C=C/C(=O)OCC(=O)Nc1ccc(Cl)cn1 | 5 | 2 | 0 | nt | 13 | 0 | -0.7 | 94 | 2 | -0.37 | 1486
Nc1cccc2c1C(=O)N(C(=O)c1cccc(S(=O)(=O)N3CCCC3)c1)C2=O | 5 | 5 | 19 | nt | 4 | 4 | 0.5 | 100 | 4 | -0.98 | 1498
CCc1ccc(NC(=O)c2cnc3scc(C)n3c2=O)cc1 | -32 | 2 | -8 | 12 | -68 | 5 | 5.1 | 154* | 1 | nt | 1587
Cc1nc(N2CCN(c3ccccc3)CC2)[nH]c(=O)c1CCC(C)C | -11 | 2 | -1 | -3 | 4 | 4 | -1.2 | 101 | 0 | 0.96 | 1600
C#CCOCCOCCOCCNc1nc(N2CCN(C(=O)[C@H](C(C)C)n3cc(CCO)nn3)CC2)nc(N2CCN(C(=O)[C@H](CCCCN)n3cc(CCCC)nn3)CC2)n1 | -1 | 10 | -16 | -12 | -4 | 2 | 1.4 | 101 | -1 | 0.091 | 1428
O=C(N/N=C/c1cccnc1)c1cccc(S(=O)(=O)N2CCCC2)c1 | -3 | 8 | -4 | -7 | 10 | 2 | 1.2 | 96 | 2 | 0.47 | 1528
CCOC(=O)c1sc2nc(C)cc(-c3ccccc3)c2c1N | 7 | -4 | 9 | 4 | 5 | 1 | 5.9 | 92 | -3 | nt | 1585
COc1cccc(-n2nnnc2SCC(=O)Nc2cccc(C)n2)c1 | 7 | 3 | -10 | 0 | 8 | -6 | -0.1 | 98 | 4 | nt | 1560
Cc1nc(N)sc1-c1nnc(SCC(=O)Nc2ccccc2C(F)(F)F)n1C | 0 | -1 | 1 | nt | 1 | 6 | -0.4 | 102 | 4 | nt | 1565
c1ccc(CN2CCN(CCOCCOc3cccc4ccccc34)CC2)cc1 | 8 | 4 | 7 | 7 | 12 | 4 | 0.0 | 93 | 5 | -2.2 | 1667
Cc1csc2ncc(C(=O)NC(C)c3ccccc3)c(=O)n12 (stereo unspecified) | 8 | 7 | 2 | -1 | 7 | 1 | 0.1 | 98 | 10 | nt | 1612
Cc1ccc(N2C(=O)C3NN=C(C(=O)OCc4ccccc4)C3C2=O)cc1 (stereo unspecified) | -3 | 1 | -6 | -4 | -2 | 5 | 0.4 | 99 | 4 | 0.13 | 1522
O=C(NNc1cc(N2CCOCC2)nc(N2CCOCC2)n1)c1ccc([N+](=O)[O-])cc1 | -13 | 4 | -8 | -20 | -1 | 1 | 1.9 | 103 | 5 | -0.75 | 1438

Some of these compounds in order of their number in RAM network inh, low to high:
compound	RAM network inh
C=CCc1ccc(OCC(O)CN2CCN(Cc3ccccc3)CC2)c(OC)c1 (stereo unspecified)	0.5
C/C(=N\NC(=O)c1cccc(N/N=C(\C)c2ccco2)c1)c1ccco1	2.0
CCOC(=O)c1sc2nc(C)cc(-c3ccccc3)c2c1N	5.9

(next part)
SMILES | STAT1 blocker | PPARg SRC2 recr | TLR4-MyD88 BLA | S1P3 antag | STAT3 inh | PPARg SRC-1 ag | RAM network inh | STAT3 activator | PPARg SRC3 recr | ROMK mod | TR-FRET SRC-2 ct
O=C(NCCS(=O)CCNC(=O)C(F)(F)F)C(F)(F)F | -1 | 2 | 0 | -5 | 12 | 0 | 0.5 | 95 | -8 | 0.097 | 1475
COc1ccc(-c2cc(C(=O)Nc3c(C)n(C)n(-c4ccccc4)c3=O)no2)cc1OC | 5 | 1 | 13 | 10 | 16 | 0 | -0.8 | 96 | 2 | 0.12 | 1342
O=C1CC(c2ccc(S(=O)(=O)NCc3ccncc3)cc2)CN1 (stereo unspecified) | 5 | -1 | 7 | -37 | 0 | 3 | 1.8 | 104 | -3 | nt | 1681
O=C(NCC(c1cccnc1)N1CCN(c2ccccc2F)CC1)C1CCCCC1 (stereo unspecified) | -1 | 1 | -11 | nt | -4 | -2 | 0.3 | 102 | -8 | 0.66 | 1603
O=[N+]([O-])c1ccc(Nc2nc(Cl)nc(NCCO)n2)cc1 | -4 | 12 | 10 | -1 | -22 | -5 | 3.2 | 122 | 3 | 0.015 | 1622
O=C(Cc1ccccc1)N1CCN(S(=O)(=O)c2cccc([N+](=O)[O-])c2)CC1 | -4 | 3 | 14 | 25 | 2 | 4 | 0.5 | 104 | 3 | 0.016 | 1350
Cc1ccc(S(=O)(=O)NC2=NCN(CCc3ccccc3)CN2)cc1 | 3 | 1 | 8 | 1 | 5 | -2 | 1.7 | 99 | -7 | 1 | 1662
O=c1c2ccccc2nc2n1C(CBr)CS2 (stereo unspecified) | -1 | 5 | 14 | -2 | 7 | 7 | 0.1 | 98 | -1 | 1 | 1425
Cc1ccc(S(=O)(=O)Nc2ccccc2C(=O)OC(C)C(=O)Nc2ccc3ccccc3c2)cc1[N+](=O)[O-] (stereo unspecified) | 5 | 0 | -19 | -3 | 11 | -4 | 3.1 | 92 | 2 | -1.4 | 1472
CCCC(=O)Nc1nnc(CC(=O)N2CCCC2)s1 | 3 | 2 | 13 | -17 | 13 | 3 | 2.0 | 93 | 9 | nt | 1629
Cc1cccc2c(=O)cc(C)n(CC(=O)N3CCCCC3)c12 | 2 | -3 | 8 | -7 | 6 | 1 | 0.1 | 97 | -6 | -0.056 | 1418
O=C(CN1C(=O)C2C3CC(C(Br)C3Br)C2C1=O)OCC(=O)c1cccc([N+](=O)[O-])c1 (stereo unspecified) | 5 | 5 | 1 | -7 | -10 | -3 | 1.8 | 107 | 3 | -0.0096 | 1528
Cn1nnc2cc(C(=O)NCCC3=CCCCC3)ccc21 | -57 | -8 | 6 | -1 | 6 | -2 | -1.1 | 98 | 3 | nt | 1317
CCc1cccc2c(C#N)cn(CC(=O)NCCOC)c12 | 7 | 1 | 3 | -20 | 10 | 6 | -1.5 | 93 | 8 | -0.57 | 1662

Sorted by count of non-hydrogen atoms (smallest number first): 3 of the compounds above
SMILES | STAT1 blocker | PPARg SRC2 recr | TLR4-MyD88 BLA | S1P3 antag | STAT3 inh | PPARg SRC-1 ag | RAM network inh | STAT3 activator | PPARg SRC3 recr | ROMK mod | TR-FRET SRC-2 ct
O=c1c2ccccc2nc2n1C(CBr)CS2 (stereo unspecified) | -1 | 5 | 14 | -2 | 7 | 7 | 0.1 | 98 | -1 | 1 | 1425
Cc1cccc2c(=O)cc(C)n(CC(=O)N3CCCCC3)c12 | 2 | -3 | 8 | -7 | 6 | 1 | 0.1 | 97 | -6 | -0.056 | 1418
Cc1ccc(S(=O)(=O)Nc2ccccc2C(=O)OC(C)C(=O)Nc2ccc3ccccc3c2)cc1[N+](=O)[O-] (stereo unspecified) | 5 | 0 | -19 | -3 | 11 | -4 | 3.1 | 92 | 2 | -1.4 | 1472

Source: PubChem

Compounds were not picked by outcome; overall some 5.6% were active at least once.
